Rab9 promoter act – activates the Rab9 promoter. Huh7 Rab9 promoter-luciferase reporter, luminescence, 24 h. Potency, µM (top dose mostly 9.22 µM), without a hit: at the highest dose activation, negative = inhibition, hits mostly activators. hit rate 2.8% among 320,000. AID 485297; further: potency means the concentration at half of the fitted maximal effect; % of control where 0% means no effect; nearly all actives have a fitted effect of over 60% in size
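Luciferase signal after 10 min detection reagent at ambient indicates Rab9 promoter upregulation; stably transfected Huh7 cells were treated 24 h with compound in DMSO at 37 °C, 5% CO2.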
TRPV1 agonist – agonists of human vanilloid receptor 1 (TRPV1). hit rate 0.19% among 320,000. TRPV1-expressing cells, Fluo-8 calcium influx, agonist mode. activation, % at 8.33 µM. Q8NER1. AID 540275; in the data active means activation above about 80%; inconclusive means between about 30% and that limit; further: 0% is about no effect
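Cells expressing TRPV1 were dye-loaded with Fluo-8 and read kinetically: 10 s baseline, 3 min after compound (agonist portion), then 2 min after EC20 capsaicin (allosteric enhancer portion). Calcium-bound dye fluorescence at 480/520 nm.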
FLuc counter – firefly luciferase modulation, counter-screen for miR-21 project; P08659; purified FLuc, Km substrates, luminescence inhibition; Potency, µM (highest dose often 57.5 µM), inactives show at the highest dose activity change, negative = inhibition, hits mostly inhibitors; hit rate 6.9% among 360,000; AID 588342;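 further: potency means the concentration at half of the fitted maximal effect; plate controls were vehicle for no effect and reference inhibitor for full effect; nearly all actives have a fitted effect of over 55% in size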
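Purified P. pyralis luciferase (10nM final) with 10uM D-luciferin and 10uM ATP (Km levels) in 50mM Tris acetate pH 7.5, 10mM Mg acetate, 0.01% Tween-20, 0.05% BSA; qHTS 6-point titration, ~60 µM downward; luminescence read.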
NPC1 promoter act – activators of NPC1 promoter. Huh7 NPC1 promoter luciferase reporter, 24 h. AID 485313. hit rate 2.4% among 320,000. Potency, µM (top dose mostly 9.22 µM), for the others: at the highest dose activation, actives largely listed as activators;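 further: potency means the concentration at half of the fitted maximal effect; % of control where 0% means no effect; nearly all actives have a fitted effect of over 60% in size; reporter is driven by a mutant NPC1 promoter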
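Stably transfected Huh7 (NPC1 promoter→luciferase), 1500 cells/well in Opti-MEM + 10% FBS, 2 h settle, then compound 24 h at 37 °C. Luminescence after 10 min with Amplite reagent.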
ELG1 genotox – induces genotoxicity in HEK293T cells with luciferase-tagged ELG1. HEK293T ELG1-luciferase reporter, luminescence, 16 h. Potency, µM (titrated, usually from 46 µM), for inactives: at the top dose activity change, positive = activation, hits mostly activators. hit rate 1.3% among 330,000. AID 504466; further: potency means the concentration at half of the fitted maximal effect; % of control where 0% means no effect; nearly all actives have a fitted effect of over 60% in size
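Screening used a luciferase reporter fused to human ELG1 in HEK293T cells. Luminescence was read on a CCD plate imager after 16 hr exposure and 30 min ONE-Glo incubation.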
VP16 counter – counter-screen for ROR gamma inhibitors: Gal4-VP16 reporter; Drosophila S2 Gal4-VP16 UAS-luciferase, luminescence, 20 h; Potency, µM (top dose mostly 53.6 µM), for the others: at the highest dose activity, negative = inhibition, actives largely listed as inhibitors; hit rate 3.5% among 310,000;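 further: Gal4-VP16 expression switched on by copper sulfate through the metallothionein promoter; potency means the concentration at half of the fitted maximal effect; on the % scale 0 is the no-effect control and ±100 the full control effect; nearly all actives have a fitted effect of over 50% in size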
p53 reactivator – mutant p53 re-activation in reporter cells; hit rate 0.063% among 320,000; AID 504706; Potency, µM (series often up to 92.2 µM), inactives show at the highest dose activity change, positive = activation, actives largely listed as activators; H1299 p53-A138V BP100-luciferase reporter, luminescence, 24 h; further: potency means the concentration at half of the fitted maximal effect; % of control where 0% means no effect; nearly all actives have a fitted effect of over 45% in size
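H1299 (p53-null), stable ts p53-A138V + BP100-Luc; 1000 cells/well, Opti-MEM/10% FBS; cpd 4 pt, 1:5; 24 h, 37 deg C, 5% CO2; detection reagent 10 min RT; luminescence.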
BRCA1 expr act – BRCA1 expression activation. MCF7-BRCA1-FFLuc reporter, luminescence, 48 h; response scale: scaled: vehicle 0%, 10 µM genistein 100%. Potency, µM (titrated, usually from 46.1 µM), for inactives: top-dose activation, actives largely listed as activators. AID 624202. hit rate 1.1% among 380,000; further: potency means the concentration at half of the fitted maximal effect; nearly all actives have a fitted effect of over 80% in size; some results filed as inactive show a strong effect at the top dose
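First, MCF7-BRCA1-FFLuc cells (2000/well) attach for 2 h; next, compounds are pin-added and incubated 48 h at 37 °C; finally, luciferase reagent is added and luminescence read after 15 min.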
ELG1 repair inh – blocks ELG1-dependent DNA repair in HEK293T cells; HEK293T ELG1-luciferase reporter, luminescence, 16 h; DNA damage induced by 5-fluorouridine; Potency, µM (doses to about 46.1 µM), inactives show at the highest dose activity change, negative = inhibition, usual class: inhibitors; hit rate 2.3% among 330,000; AID 504467; further: potency means the concentration at half of the fitted maximal effect; on the % scale 0 is the no-effect control and ±100 the full control effect; nearly all actives have a fitted effect of over 55% in size
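Quantitative HTS, concentration-response format. 2,000 cells/well co-treated with 5-fluorouridine and compound, 16 hr in 5% CO2 at 37 °C; ONE-Glo luminescence read after 30 min.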
Tb PFK inh – T. brucei PFK enzyme inhibition; T. brucei PFK, ADP-Glo luminescence; Potency, µM (top dose mostly 57.5 µM), for inactives: at the highest dose activity, negative = inhibition, actives largely listed as inhibitors; hit rate 0.17% among 330,000; AID 485367;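 further: potency means the concentration at half of the fitted maximal effect; 0% = uninhibited 1x PFK enzyme wells and -100% = no-enzyme wells; nearly all actives have a fitted effect of over 60% in size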
Target sequence (O15648 whole entry, looked up): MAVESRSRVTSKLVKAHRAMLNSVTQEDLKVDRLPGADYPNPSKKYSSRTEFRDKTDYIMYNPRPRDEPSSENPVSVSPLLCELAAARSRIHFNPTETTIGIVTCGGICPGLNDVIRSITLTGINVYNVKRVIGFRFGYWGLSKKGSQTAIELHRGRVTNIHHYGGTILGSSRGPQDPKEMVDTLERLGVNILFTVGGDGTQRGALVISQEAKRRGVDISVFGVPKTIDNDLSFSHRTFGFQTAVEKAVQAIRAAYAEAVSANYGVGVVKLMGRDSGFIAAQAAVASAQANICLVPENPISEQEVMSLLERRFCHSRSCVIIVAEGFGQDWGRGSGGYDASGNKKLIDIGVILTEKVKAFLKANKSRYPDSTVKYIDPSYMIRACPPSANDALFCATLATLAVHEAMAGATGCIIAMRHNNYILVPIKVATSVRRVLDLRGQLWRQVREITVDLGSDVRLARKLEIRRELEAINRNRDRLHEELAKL
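1.25 nM PFK with 0.5 mM F6P and 0.1 mM ATP in 0.1 M TEA pH 8.0, 5 mM MgCl2, incubated 45 min at room temperature; ADP measured by ADP-Glo luminescence; compounds titrated up to 57 uM.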
RORgamma inh – inhibitors of mouse ROR gamma transcriptional activity; Drosophila S2 Gal4-RORgamma UAS-luciferase reporter, 20 h; Potency, µM (top dose mostly 53.6 µM), for the others: at the highest dose activity change, negative = inhibition, actives largely listed as inhibitors; hit rate 5.4% among 310,000; further: potency means the concentration at half of the fitted maximal effect; on the % scale 0 is the no-effect control and ±100 the full control effect; nearly all actives have a fitted effect of over 60% in size
Target sequence (P51450 whole entry, looked up, the tested form may be a part): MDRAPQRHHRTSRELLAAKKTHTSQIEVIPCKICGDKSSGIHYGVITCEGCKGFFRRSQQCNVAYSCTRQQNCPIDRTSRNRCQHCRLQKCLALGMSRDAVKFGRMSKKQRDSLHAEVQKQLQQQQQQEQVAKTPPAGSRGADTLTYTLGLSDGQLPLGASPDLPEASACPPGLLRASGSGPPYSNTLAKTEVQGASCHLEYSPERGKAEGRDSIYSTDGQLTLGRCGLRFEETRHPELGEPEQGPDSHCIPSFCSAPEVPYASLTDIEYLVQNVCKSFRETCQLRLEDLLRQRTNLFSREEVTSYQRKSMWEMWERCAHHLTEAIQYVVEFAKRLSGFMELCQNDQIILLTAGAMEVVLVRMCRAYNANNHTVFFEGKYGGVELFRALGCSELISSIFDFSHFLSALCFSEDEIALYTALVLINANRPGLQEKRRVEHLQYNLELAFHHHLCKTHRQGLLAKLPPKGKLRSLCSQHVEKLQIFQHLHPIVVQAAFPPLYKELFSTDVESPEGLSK
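Drosophila Schneider cells stably carrying a metallothionein-driven Gal4 DBD–ROR gamma fusion and a UAS-Photinus luciferase reporter were exposed to compound for 1 hr, then induced with copper sulfate (700 uM final) for 20 hr at ambient temperature before luminescence reading.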
Numbers without * were called inactive; ? = inconclusive; . = no result given; [ ] = dose if it differs, or a comment. Unless noted, the call rests on the fitted dose curve; in most records, active means well fitted curve in the direction sought with a large enough effect; inconclusive means small, poorly fitted or top-dose-only effect, or another doubt; inactive means no such curve, though single readings can be large; an effect the other way counts as inactive or inconclusive.

Compound	ELG1 repair inh	ELG1 genotox	Rab9 promoter act	Tb PFK inh	VP16 counter	p53 reactivator	BRCA1 expr act	NPC1 promoter act	RORgamma inh	TRPV1 agonist	FLuc counter
CCOc1ccc(NC(=O)C2CSC(c3ccncc3)=N2)cc1 (stereo not given)	12%	3%	-5%	6%	-4%	-6%	-28%	2%	-7%	20	?
O=C(O)CCCn1nc(C(F)(F)F)c2c1CCCCC2	-2%	2%	-1%	5%	1%	2%	1%	0%	-36%	-1	4%
COc1ccc(O)c(C(=O)c2cnn(C(=O)c3ccc(C)cc3)c2)c1	16%	-2%	-2%	5%	.	-9%	46%	8%	.	16	-3%
O=C1c2ccccc2C(O)(Cc2ccccc2)N1C1CCCCC1 (stereo not given)	.	.	.	.	5%	.	-1%	.	3%	24	0%
Nc1c(-c2ccccc2)nc(Cl)nc1-c1ccccc1	-4%	-2%	2%	0%	2%	20%	2%	-3%	14%	6	-1%
Cc1ccc(/C=N/NC(=O)c2c(C)nc3ccc(Br)cn23)cc1	-4%	15%	-27%	0%	?	.	-15%	-25%	7.1µM*	9	5%
CCCCNc1nc2sc3c(c2c(=O)n1-c1cccc(Cl)c1)CCN(C)C3	?	-3%	-11%	1%	1%	-7%	-1%	2%	-5%	1	6%
Cc1ccc(N2CCN(S(=O)(=O)c3ccc(Cl)s3)CC2C)cc1 (stereo not given)	-11%	-11%	0%	1%	?	-6%	-26%	3%	?	3	6%
O=C1NC(=Nc2ccc3ccccc3c2)S/C1=C/c1ccco1	?	13%	?	25%	?	2%	3%	16%	-2%	11	?
COc1ccccc1CNC(=O)c1cc(=O)c2ccccc2o1	?	-10%	0%	3%	-16%	?	39%	3%	?	0	-12%
NS(=O)(=O)c1ccc(NC(=O)CN2CCN(S(=O)(=O)/C=C/c3ccccc3)CC2)cc1	1%	0%	-6%	-2%	-2%	-5%	-6%	-3%	28%	0	-1%
Cc1nc(CS(=O)(=O)c2ccc(Cl)cc2)cc(N2CCOCC2)n1	7%	1%	-1%	0%	1%	2%	-1%	-2%	-6%	6	0%
Cc1ccc(C(=O)N(C)Cc2ccccc2)cc1S(=O)(=O)N1CCOCC1	0%	1%	4%	0%	9%	-18%	-9%	-2%	-2%	2	3%
CC(OC(=O)c1cc(=O)[nH]c2ccccc12)C(=O)NCc1ccccc1 (stereo not given)	22%	4%	1%	2%	.	-2%	-20%	2%	.	-3	-2%
COc1ccccc1-n1cnnc1SCC(=O)Nc1cccc(S(=O)(=O)N2CCCCC2)c1	?	-4%	-1%	-1%	?	-3%	.	-6%	?	-4	-2%
CCN(CC)CCCN1C(=O)C(O)=C(C(=O)c2sc(C)nc2C)C1c1ccc(C)o1 (stereo not given)	5%	-4%	-1%	-2%	-2%	16%	.	-4%	-6%	-1	1%
Cc1nc2ccccc2nc1OCc1cccc([N+](=O)[O-])c1	3%	2%	-4%	1%	-12%	0%	0%	0%	2%	-3	0%
CC(C)CCN1C(=O)c2ccc(C(=O)Nc3ccc(O)cc3C(=O)O)cc2C1=O	1%	-1%	2%	3%	6%	9%	2%	1%	8%	2	19µM*
COc1ccc(CNc2ccc3c(c2)nc(C)n3C)cc1OC	?	?	?	1%	.	.	49%	12%	.	2	?
CN1C2C=C3C(C#N)=C(N)C(C#N)(C#N)[C@@H](c4ccc(Cl)cc4)[C@@H]3C1CC2 (stereo not given in full)	1%	2%	-1%	0%	8%	6%	-30%	-7%	1%	-5	-2%
O=C(Cn1ncc2c(=O)oc3ccccc3c21)N1CCC(N2CCCCC2)CC1	-12%	5%	2%	1%	-6%	4%	-50%	-1%	0%	1	2%
CCn1nc(NS(=O)(=O)c2cccc3nonc23)c2cc3ccc(C)cc3nc21	23%	4%	3%	2%	-7%	-3%	1%	1%	-16%	-2	30µM*
NC(=O)C1CCN(C(=O)CCCCCn2c(=O)[nH]c3ccsc3c2=O)CC1	?	0%	-3%	1%	7%	3%	1%	2%	11%	-2	3%
O=C(CNC(=O)Cc1ccccc1)N=Nc1c(O)[nH]c2ccc(Br)cc12	6%	4%	0%	6%	?	-17%	-49%	1%	-25%	0	0%
CCOc1cc(N2CCOCC2)c(OCC)cc1NC(=O)CN1CCCC(C)C1 (stereo not given)	?	-2%	-3%	0%	13%	-13%	-17%	1%	4%	7	1%
O=C(COc1ccc(S(=O)(=O)N2CCCCC2)cc1Cl)N1CCCC1	-4%	2%	0%	3%	-1%	3%	-40%	-2%	-13%	0	2%
CC(=O)OCCn1c(Br)nc2c1c(=O)[nH]c(=O)n2C	0%	3%	-10%	0%	1%	3%	0%	-6%	1%[10 µM]	0	0%
N#C/C(=C\N1CCOCC1)C(N)=O	-10%	-1%	-3%	1%	-5%	0%	-12%	-2%	-2%	2	6%
Cc1ccc(OCC(=O)OCc2c(C)noc2C)cc1C	-13%	0%	-7%	-2%	6%	-2%	0%	-4%	-1%	1	4%
O=C1CCc2cc(S(=O)(=O)N3CCC(C(=O)NCc4ccccc4Cl)CC3)ccc2N1	6%	11%	0%	-11%	2%	-2%	-10%	1%	-42%	-2	10%
CCC[C@@H](CN1CCC[C@H]1CN1C(N)=NC[C@@H]1Cc1ccccc1)N1C[C@@H]([C@H](C)CC)N(CCCC2CCCC2)C1=N	?	-7%	.	0%	.	-1%	0%	.	.	.	.
O=S(=O)(NCC1(N2CCOCC2)CCCCC1)c1ccc(Cl)cc1C(F)(F)F	0%	-4%	-6%	-1%	0%	?	-23%	2%	-8%	15	6%
Oc1ccc(O)c(Cc2nc3ccccc3[nH]2)c1	8%	3%	10%	-20%	-29%	13%	-30%	4%	16µM*	2	?
COc1cccc(CC2(CO)CCCN(Cc3ccc4c(c3)OCCO4)C2)c1 (stereo not given)	-3%	-3%	-21%	-3%	-1%	-1%	-22%	-3%	7%	13	0%
CCOc1cc2[nH]c(=O)n(Cc3ccc(C(=O)NCCOC)cc3)c(=O)c2cc1OCC	-18%	-2%	-1%	4%	0%	-8%	0%	0%	?	5	4%
CC(C)[C@H](NC(=O)c1ccco1)C(=O)OCc1cc(=O)n2c(n1)sc1ccccc12	9%	2%	-4%	-8%	1%	-4%	0%	-4%	10%	-1	?
O=C(COC(=O)c1ncc(Cl)c(Cl)c1Cl)NC1CCCCCC1	27%	-1%	2%	-1%	.	-4%	5%	1%	.	?	-10%
CC(C)N1CCc2c(sc(NC(=O)c3ccc(S(=O)(=O)N4CCOCC4)cc3)c2C#N)C1	0%	-1%	3%	-2%	-4%	-8%	0%	0%	3%	7	4%
COc1ccc(C(=O)CN2CCN(S(=O)(=O)c3cccc([N+](=O)[O-])c3)CC2)cc1OC	3%	-4%	2%	10%	21%	?	2%	0%	-19%	-1	-3%
CCN(Cc1ccccc1)S(=O)(=O)c1csc(C(N)=O)c1	-1%	-3%	-1%	8%	9%	-1%	0%	1%	-14%	-2	2%
CCNC(=S)NNC(=O)c1csc2c1CCCC2	-4%	1%	-6%	0%	-24%	-3%	2%	-5%	3.2µM*	-1	4%
COC(=O)CCC(NC(=O)OCc1ccccc1)C(=O)NC(CC(C)C)C(=O)OC (stereo not given)	0%	0%	-1%	6%	-1%	-1%	11%	2%	12%	12	3%
CCCCN1CC(=O)N2[C@H]3c4ccc(OC)cc4OC[C@@H]3[C@H](C(=O)OCC)[C@]2(C)C1=O	7%	-3%	-7%	0%	.	4%	13%	1%	.	0	8%
Cc1ccc(S(=O)(=O)N2c3ccccc3-c3c(ssc3=S)C2(C)C)cc1	-9%	-2%	1%	-1%	?	-7%	-87%	-2%	-26%	3	1%
